D2 antag – antagonizes the human D2 dopamine receptor. HEK293 TREx D2 cells, calcium flux, dopamine EC80. 340,000 tested, 2% active. inhibition, % at 10 µM. AID 485344; in the data active means inhibition above about 30%; further: 0% is about no effect
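Cells plated overnight at 30 C with tetracycline; no-wash calcium dye, 30–90 min RT; 10 s baseline; compound pinned; 180 s read; EC80 dopamine added; another 180 s read.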
USP1-UAF1 inh – inhibitors of human USP1/UAF1 deubiquitinase. O94782. recombinant USP1/UAF1, Ub-Rhodamine cleavage fluorescence. 390,000 tested, 0.23% active. Potency, µM (series often up to 57.1 µM), without a hit: at the top dose activity change, negative = inhibition, most hits filed as inhibitors. AID 743255; further: potency means the concentration at half of the fitted maximal effect; on the % scale 0 is the no-effect control and ±100 the full control effect; nearly all actives have a fitted effect of over 60% in size; inactives centre near -12
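High-throughput fluorogenic screen: 1nM USP1/UAF1 complex, Ub-Rho substrate 150nM final, 50mM HEPES pH 7.8 with 0.5mM EDTA, 0.1 mg/ml BSA, 1mM TCEP and 0.01% Tween-20.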
D2 agonist – agonists of human D2 dopamine receptor. HEK293 T-REx D2 cells, calcium flux agonist mode. AID 485358. activation, % at 2 µM. 340,000 tested, 0.53% active. P14416;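 active means activation over 3 SD above normal in the single-dose calcium agonist read, cut at about 30% in these data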; further: 0% is about no effect
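Tetracycline-induced HEK293 T-REx cells with force-coupled D2 receptor, plated overnight at 30 C, loaded with no-wash calcium dye. After a 10 s baseline, compound was pin-added and calcium flux read kinetically for 180 s; calcium rises flagged agonists.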
mIDH1 inhibitor – human IDH1 R132H inhibition | IDH1-R132H enzyme, NADPH consumption, diaphorase/resazurin fluorescence | Potency, µM (top dose mostly 76.6 µM), for the others: top-dose activity change, negative = inhibition, actives largely listed as inhibitors | 390,000 tested, 0.093% active | AID 602179; further: potency means the concentration at half of the fitted maximal effect; on the % scale 0 is the no-effect control and ±100 the full control effect; nearly all actives have a fitted effect of over 65% in size
Target sequence (O75874 whole entry R132H, stated change not applied): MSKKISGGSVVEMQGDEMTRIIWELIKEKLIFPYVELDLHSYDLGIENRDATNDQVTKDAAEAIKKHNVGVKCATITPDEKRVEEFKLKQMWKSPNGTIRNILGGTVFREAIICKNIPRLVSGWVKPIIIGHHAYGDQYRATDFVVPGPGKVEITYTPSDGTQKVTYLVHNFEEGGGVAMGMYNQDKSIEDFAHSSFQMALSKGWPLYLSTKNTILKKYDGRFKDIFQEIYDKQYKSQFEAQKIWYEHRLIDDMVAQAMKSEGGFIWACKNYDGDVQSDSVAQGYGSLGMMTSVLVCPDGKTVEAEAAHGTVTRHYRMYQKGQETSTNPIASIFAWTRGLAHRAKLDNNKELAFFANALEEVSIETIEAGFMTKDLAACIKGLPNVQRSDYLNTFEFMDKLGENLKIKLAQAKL
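IDH1-R132H (0.5 ug/mL) preincubated 30 min with compound, then NADPH (0.016 mM) and alpha-KG (2 mM) added; 80 min at RT, pH 7.5. Remaining NADPH coupled via diaphorase/resazurin to fluorescence (540/590 nm); concentration-response curves normalized to no-enzyme control.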
TrxR1 substrate – rat thioredoxin reductase 1 substrate activity. Potency, µM (top dose mostly 114 µM), for inactives: at the highest dose activity change, negative = substrate turnover. purified TrxR1 substrate turnover, NADPH consumption readout. AID 588456. 390,000 tested, 0.01% active; further: potency means the concentration at half of the fitted maximal effect; on the % scale 0 is the no-effect control and ±100 the full control effect; nearly all actives have a fitted effect of over 50% in size
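Rat TrxR1, dispensed at 90 nM, was prereduced with 400 uM NADPH (final) for 5 min at ~22 deg C, then incubated with compound 15 min before 400 uM selenite. A first-read NADPH fluorescence drop versus no-compound background flagged substrates.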
Pin1 inhibitor – blocks the human prolyl isomerase Pin1 | Pin1 FP peptide displacement, HiFluor488, 10 min | Potency, µM (top dose mostly 115 µM), inactives show at the highest dose activity, negative = inhibition, usual class: inhibitors | Q13526 | 390,000 tested, 0.009% active; active means well fitted inhibition curve with a large enough effect in the polarisation, with a control signal flat, not every such curve was filed as active; inconclusive means small, poorly fitted or top-dose-only effect, or effect the other way, or a change in a side signal; inactive means no such curve, though single readings can be large or run the other way; the % refers to the polarisation; further: potency means the concentration at half of the fitted maximal effect; on the % scale 0 is the no-effect control and ±100 the full control effect
Target sequence (Q13526 whole entry, looked up): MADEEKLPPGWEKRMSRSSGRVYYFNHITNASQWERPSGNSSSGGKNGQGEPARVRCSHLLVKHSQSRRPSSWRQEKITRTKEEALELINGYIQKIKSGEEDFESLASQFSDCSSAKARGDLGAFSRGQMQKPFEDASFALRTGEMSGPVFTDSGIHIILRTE
TRHR ag – TRH receptor (human) agonism | P34981 | TRHR cells, calcium flux fluo-8, FDSS agonist mode | activation, % at 2 µM | 360,000 tested, 0.18% active; in the data active means activation above about 30%; further: 0% is about no effect
Target sequence (P34981 whole entry, looked up): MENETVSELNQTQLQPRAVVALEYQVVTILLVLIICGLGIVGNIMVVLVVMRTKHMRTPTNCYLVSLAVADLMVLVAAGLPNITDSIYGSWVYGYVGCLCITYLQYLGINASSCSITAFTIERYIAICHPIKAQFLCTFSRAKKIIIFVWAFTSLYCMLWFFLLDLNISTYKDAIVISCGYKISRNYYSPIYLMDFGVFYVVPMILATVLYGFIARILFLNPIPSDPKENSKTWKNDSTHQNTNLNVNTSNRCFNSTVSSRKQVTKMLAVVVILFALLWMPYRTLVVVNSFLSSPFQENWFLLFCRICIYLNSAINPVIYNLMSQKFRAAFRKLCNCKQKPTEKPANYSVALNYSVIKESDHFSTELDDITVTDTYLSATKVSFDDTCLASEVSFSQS
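TRHR-expressing cells loaded with fluo-8 calcium dye; 23 nL library compound pin-transferred, kinetic FDSS fluorescence (Ex 480/Em 530) recorded about 180 s for agonist-induced calcium release, before a 10 nM TRH EC20 addition for potentiator mode.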
TRHR PAM – allosterically enhances the human TRH receptor | P34981 | 360,000 tested, 0.66% active | enhancement, % at 2 µM | TRHR cells, fluo-8 calcium fluorescence, EC20 TRH enhancement | AID 493056; in the data active means enhancement above about 30%; further: 0% is about no effect
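Enhancer read-out: after compound pinning and an initial kinetic agonist-mode read, an EC20 of TRH (10 nM final) was injected and fluo-8 calcium signal (Ex 480/Em 530) followed at 1 s/cycle for 100 cycles in TRHR-expressing cells.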
rTrxR1 inhibitor – inhibitors of rat thioredoxin reductase 1 | AID 588453 | 390,000 tested, 1% active | Potency, µM (series often up to 114 µM), for the others: top-dose activity change, negative = inhibition, hits mostly inhibitors | recombinant rTrxR1, NADPH fluorescence consumption, selenite substrate; further: potency means the concentration at half of the fitted maximal effect; on the % scale 0 is the no-effect control and ±100 the full control effect; nearly all actives have a fitted effect of over 65% in size
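Rat TrxR1 (90 nM in the dispensed reagent) was pre-reduced with 400 uM NADPH for 5 min at room temperature, then incubated with compound for 15 min. After 400 uM selenite was added, NADPH fluorescence (Ex 340/Em 450 nm) was followed for 8 min.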
* marks the source's active call; other numbers are inactive results; ? = inconclusive; . = not tested or not shown; [ ] = dose if it differs, or a comment. Unless noted, the call rests on the fitted dose curve; in most records, active means well fitted inhibition curve with a large enough effect; inconclusive means small, poorly fitted or top-dose-only effect; inactive means no such curve, though single readings can be large or run the other way.

Every second line gives: mIDH1 inhibitor | D2 antag | USP1-UAF1 inh | Pin1 inhibitor | TrxR1 substrate | TRHR ag | rTrxR1 inhibitor | TRHR PAM | D2 agonist
- CSc1ccc(/C=N/NC(=O)CN2CCN(Cc3ccc(C)cc3)CC2)cc1
    2% | 4 | -6% | -1% | -11% | 0.8 | -9% | 15 | 1.3
- COC(=O)c1ccc(NC(=O)CCCCCn2nnc3ccccc3c2=O)cc1
    -5% | 17 | -13% | 4% | 6% | -1.1 | 27% | -5 | -1.5
- COc1cccc(/C=C(\C#N)c2nc3ccc(C)cc3[nH]2)c1
    -8% | . | -11% | 62%[activator] | 3% | -0.6 | 3% | -3 | 0.1
- COc1ccc(C(=O)C2CCN(C(=S)NCC3CCCO3)CC2)cc1 (stereo not drawn)
    2% | . | -9% | 3% | -6% | -0.1 | -5% | 2 | .
- Cn1c(SCC(=O)c2ccccc2)nnc1-c1ccco1
    11% | 17 | -12% | -3% | -4% | -0.1 | ? | 0 | -0.2
- CC1CCN(S(=O)(=O)c2cccc(-c3csc(-c4cccnc4)n3)c2)CC1
    5% | -2 | -18% | 48%[activator] | 4% | 0.2 | 4% | -1 | -0.2
- COc1cccc(/C=N/NC(=O)C(=O)N/N=C/c2cccc(OC)c2OC)c1OC
    -4% | 9 | -5% | -6% | 1%[57.1 µM] | -0.2 | -7%[57.1 µM] | -7 | -2.4
- O=C(O)CCSc1nc2ccccc2n1Cc1ccccc1
    -3% | -4 | -12% | -7% | -2% | 0.0 | 21% | 7 | -0.5
- CCOC(=O)c1sc(N)c(C(=O)OCC)c1COC(=O)C1CC(=O)N(Cc2ccco2)C1 (stereo not drawn)
    1% | 4 | -3% | -4% | -3% | -0.7 | 4%[57.1 µM] | 14 | -1.2
- CCOc1ccc(C(=O)N2CCC(c3nc(-c4ccc(S(=O)(=O)N5CCCC5)cc4)no3)CC2)cc1
    -3% | . | -4% | 18% | -8% | 1.2 | 4% | 1 | 0.5

Overlap with the part before: 5 entries; new compounds follow.
Every second line gives: mIDH1 inhibitor | D2 antag | USP1-UAF1 inh | Pin1 inhibitor | TrxR1 substrate | TRHR ag | rTrxR1 inhibitor | TRHR PAM | D2 agonist
- CC1CCN(S(=O)(=O)c2cccc(-c3csc(-c4cccnc4)n3)c2)CC1
    5% | -2 | -18% | 48%[activator] | 4% | 0.2 | 4% | -1 | -0.2
- COc1cccc(/C=N/NC(=O)C(=O)N/N=C/c2cccc(OC)c2OC)c1OC
    -4% | 9 | -5% | -6% | 1%[57.1 µM] | -0.2 | -7%[57.1 µM] | -7 | -2.4
- O=C(O)CCSc1nc2ccccc2n1Cc1ccccc1
    -3% | -4 | -12% | -7% | -2% | 0.0 | 21% | 7 | -0.5
- CCOC(=O)c1sc(N)c(C(=O)OCC)c1COC(=O)C1CC(=O)N(Cc2ccco2)C1 (stereo not drawn)
    1% | 4 | -3% | -4% | -3% | -0.7 | 4%[57.1 µM] | 14 | -1.2
- CCOc1ccc(C(=O)N2CCC(c3nc(-c4ccc(S(=O)(=O)N5CCCC5)cc4)no3)CC2)cc1
    -3% | . | -4% | 18% | -8% | 1.2 | 4% | 1 | 0.5
- CC(C(=O)NCC1CCCO1)N(C(=O)c1snc(C(N)=O)c1N)c1ccccc1 (stereo not drawn)
    3% | -3 | -22% | -2% | 32% | -1.7 | 6% | 1 | 0.0
- O=C(c1ccco1)n1nc(-c2ccccc2)nc1NCc1ccc(F)cc1
    -7% | . | -23% | -11% | 9% | 0.4 | 0% | 4 | 0.1
- Cc1cc(N2CCC(C(=O)NC3CCCCC3)CC2)nc(-c2ccccc2)n1
    -3% | -21 | -13% | -3% | 2% | 0.0 | -2% | -3 | 0.5
- Cc1ccc(S(=O)(=O)NC(=O)Nc2cc(C(C)(C)C)on2)cc1
    -1% | 5 | -7% | 9% | 6%[57.1 µM] | -0.3 | 7%[57.1 µM] | -4 | 0.0
- COc1ccc(C(=O)N2CCC(C(=O)NCc3ccccn3)CC2)cc1
    0% | . | -8% | 0% | 12%[57.1 µM] | 0.1 | 11%[57.1 µM] | 6 | .
- O=Cc1ccc(OCC(=O)Nc2ccccc2C(F)(F)F)cc1
    -1% | -3 | ? | -2% | -8% | 0.0 | 10%[57.1 µM] | 0 | 0.8
- COc1ccc(S(=O)(=O)c2cn(CC(=O)Nc3cc(C)ccc3C)c3ccccc3c2=O)cc1
    7% | . | -19% | -8% | 4% | 0.5 | 18% | 2 | 0.2
- COC(=O)/C(C#N)=C1/C=Cc2ccccc2N1
    0% | 2 | -20% | ? | 3% | -0.3 | 19% | 54* | -0.3
- CC(C)Cc1nc(SCC(=O)N2CCCCC2)c2c(=O)n(C)c(=O)n(C)c2n1
    -3% | 10 | -16% | -16% | 3% | -1.1 | 27% | -7 | 0.4
- CCc1ccc(NC(=O)c2cnn3c(C(F)F)cc(C)nc23)cc1
    0% | -24 | -17% | 2% | -3% | -0.2 | 5% | 1 | -0.9
- COc1ccc(N(C(=O)c2ccco2)C(C(=O)NC2CCCC2)c2cccs2)c(OC)c1 (stereo not drawn)
    -2% | . | -14% | 8% | 8% | -0.2 | 19% | -3 | .
- O=C(/C=C\Nc1ccc2c(c1)OCO2)c1cccs1
    5% | 10 | -23% | 15% | 5% | 0.0 | 15%[57.1 µM] | -7 | -0.8
- CC(C)OC(=O)c1c2c(n3ccccc13)C(=O)c1ccccc1C2=O
    7% | 5 | 28µM* | ? | 4%[57.1 µM] | 75* | -1%[57.1 µM] | 2 | 69*
- CC(C)(C)C1CCc2nc(NC(=O)COc3ccc(F)cc3)sc2C1 (stereo not drawn)
    8% | . | -19% | 5% | 6% | -0.1 | -10% | 5 | -1.6
- CC(=O)Nc1ccc(NC(=O)CSc2nccn2Cc2ccco2)cc1
    -1% | -4 | -3% | 0% | -10% | 0.2 | -12% | -6 | 0.1
- Cc1cnc(C(=O)OC(C)C(=O)Nc2ccccc2-c2ccccc2)cn1 (stereo not drawn)
    -1% | -11 | -8% | 4% | -8% | -0.4 | -7% | -1 | 0.4
- Cc1cc(N/N=C/c2c[nH]c3ccccc23)c2ccccc2n1
    6% | 0 | 3% | -1% | 9%[57.1 µM] | -0.2 | 25%[57.1 µM] | 2 | 0.1
- OCCC1CN(Cc2ccc3ncccc3c2)CCN1Cc1ccccc1 (stereo not drawn)
    7% | . | -5% | -7% | -5% | 1.1 | -6% | 0 | .
- CCN(CC(=O)Nc1ccccc1C(F)(F)F)C(=O)c1cc(S(=O)(=O)N2CCCCCC2)ccc1OC
    8% | 3 | -16% | -10% | -6% | -0.2 | -6% | -3 | 0.7
- COc1ccccc1N(CC(=O)Nc1cccnc1)S(C)(=O)=O
    12% | 21 | -4% | 3% | 7% | -0.1 | 9% | -3 | 0.3
- CC1=CC(c2ccc(Cl)cc2)n2nc(NC(=O)CCC(=O)O)nc2N1 (stereo not drawn)
    10% | . | -9% | -6% | 313%[activator] | -1.1 | ? | 10 | .
- O=C(CSc1nc2ccccc2c(=O)n1-c1ccccc1)NCc1ccc2c(c1)OCO2
    7% | -1 | ? | 3% | 8% | -0.6 | 10% | -2 | 0.1
- Cc1ccccc1CS(=O)(=O)CCC(=O)O
    -4% | -18 | -27% | -3% | -2% | 0.2 | 5% | -3 | -0.3
- Cc1ccccc1/C=C1\CCCc2ccccc2C1=O
    7% | 5 | -16% | 0% | 1%[57.1 µM] | 0.9 | 11%[57.1 µM] | -1 | 1.3
- O=[N+]([O-])c1cccc2cn[nH]c12
    -7% | -4 | -13% | -12% | 10%[57.1 µM] | 0.3 | 19%[57.1 µM] | 4 | 1.3
- NS(=O)(=O)c1ccc(NC(=O)COC(=O)CCc2c[nH]c3ccccc23)cc1
    -2% | 2 | -5% | 1% | -5% | -0.1 | 1% | -1 | 1.6
- O=C(CCSc1ccccc1)N1CCN(C(=O)c2ccco2)CC1
    1% | -9 | 2% | 0% | 7% | 0.1 | 13% | 2 | -2.3
- CC(NC(=O)c1ccccc1Cl)C(=O)NCc1cccs1 (stereo not drawn)
    5% | 21 | -12% | 4% | -11% | -0.1 | -9% | 8 | 0.6
- O=Cc1c[nH]c2ncccc12
    -1% | -12 | -13% | 2% | 13%[57.1 µM] | 1.2 | 18%[57.1 µM] | 9 | -1.7
- O=C(N/C(=C\c1ccc(Br)cc1)C(=O)N1CCCC1)c1cccs1
    -2% | -2 | -17% | 0% | -29%[57.1 µM] | 0.1 | 17%[57.1 µM] | -4 | 1.2
- CCNC(=S)N(Cc1ccco1)Cc1cc2cc3c(cc2[nH]c1=O)OCCO3
    1% | -3 | -24% | 4% | 22% | -2.7 | -14% | 0 | -0.6
- CCOc1ccc(CCNC(=O)CN2C(=O)NC3(CCCCC3)C2=O)cc1OCC
    2% | 1 | -17% | -4% | 4% | 0.0 | 21% | 6 | -0.6
- COCCNC(=O)c1cccc(Nc2nc3ccccc3n3nnnc23)c1
    -6% | . | -3% | 2% | 0%[57.1 µM] | -0.6 | 21%[57.1 µM] | 14 | -0.1
- CN(c1ccccc1C(=O)N1CCN(c2cccc(Cl)c2)CC1)S(C)(=O)=O
    3% | 21 | -10% | 1% | 2% | -0.4 | 18% | -8 | 0.4
- CCC(C(=O)Nc1ccc2[nH]ncc2c1)c1ccccc1 (stereo not drawn)
    6% | -7 | -13% | -3% | -9% | -1.1 | 6%[57.1 µM] | -8 | -3.4

Compound activity from PubChem BioAssay.

A portion of the library, so the mix of outcomes need not match the whole.
